Compound activity (PubChem)
Yp Topo-I inh = inhibitors of Yersinia pestis topoisomerase I; activity, % at 10 µM; actives 0.064% (n = 360,000); Y. pestis Topo-I cleavage product accumulation, plate reader; in the data active = activity above about 50%, passing the limit was not always enough; inconclusive = no clear call, values can overlap the other calls; note: inactives centre near 2
BH1578 lux ind = induces V. cholerae light production without autoinducers | V. cholerae BH1578 lux reporter, luminescence, 6 h | activation, % at 18.7 µM | actives 0.16% (n = 350,000) | AID 588436; in the data active = activation mostly above about 9.7%, no sharp cut-off; inconclusive = no clear call, values can overlap the other calls; inactive = mostly below about 3.7%; note: not every result past the cut was called active; inactives centre near 0; reference of the scale not given here
BoNT-A LC inh2 = blocks Botulinum neurotoxin A light chain protease | actives 0.17% (n = 360,000) | AID 588499 | multiplex microsphere protease substrate cleavage, flow cytometry | inhibition, % at 10 µM; note: plate controls were buffer without enzyme for full effect and enzyme alone for no effect
PfHsp40 rescue = restores yeast growth despite PfHsp40 toxicity | actives 0.68% (n = 340,000) | S. cerevisiae expressing PfHsp40, growth rescue, ATP luminescence | AID 504582 | growth rescue, % at 12.5 µM; in the data active = growth rescue above about 28%, passing the limit was not always enough; inconclusive = no clear call, values can overlap the other calls;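 note: yeast W303a lacking pdr1 and pdr3 grown in galactose medium; growth measured after three days at 30 °C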
Anthrax LF prot = anthrax lethal factor protease inhibition | P15917 | multiplex microsphere protease cleavage assay, LF | inhibition, % at 10 µM | actives 0.12% (n = 360,000); note: plate controls were buffer without enzyme for full effect and enzyme alone for no effect
TcdB GH inh = inhibitors of Clostridioides difficile toxin B glycohydrolase; P18177; TcdB glycohydrolase enzymatic assay, plate reader; inhibition, % at 9.99 µM; actives 0.24% (n = 350,000); in the data active = inhibition above about 10%
3CLpro inhibitor = SARS-CoV 3CLpro protease inhibition. inhibition, % at 6 µM. recombinant SARS-CoV 3CLpro, quenched FRET peptide cleavage. actives 0.14% (n = 290,000). P0C6X7; in the data active = inhibition above about 12%
CCHFV vOTU inh = blocks the CCHF virus ovarian tumor domain protease | CCHFV vOTU protease, Pep-AMC fluorescence | inhibition, % at 11.5 µM | actives 0.55% (n = 370,000); in the data active = inhibition above about 30%; note: 0% = vehicle wells with enzyme and 100% = no enzyme wells
VHR inh abs = DUSP3 (human) phosphatase inhibition; actives 0.52% (n = 290,000); inhibition, % at 13.3 µM; P51452; recombinant VHR phosphatase, pNPP absorbance; AID 1654; in the data active = inhibition above about 50%; note: some compounds called inactive have numbers as strong as hits
SSB-PriA inh = K. pneumoniae PriA-SSBct interaction inhibition; actives 0.6% (n = 430,000); inhibition, % at 33 µM; AlphaScreen SSBct-PriA binding, biotinylated peptide; AID 1272365; in the data active = inhibition mostly above about 37%, no sharp cut-off; inactive = mostly below about 20%;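 note: plate controls were negative control peptide for no effect and reference peptide for full effect; strong numbers were not always called active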
* = called active by the depositor; i = inactive; ? = inconclusive; · = not tested or not shown; & = joins results of further samples. Cut-off read from the data, not from the text of the source, unless noted: active = inhibition above about 30%; inconclusive = no clear call, values can overlap the other calls; inactive = below that.

SMILES	Yp Topo-I inh	BH1578 lux ind	BoNT-A LC inh2	PfHsp40 rescue	Anthrax LF prot	TcdB GH inh	3CLpro inhibitor	CCHFV vOTU inh	VHR inh abs	SSB-PriA inh
O=C(Nc1ccc([N+](=O)[O-])cn1)c1ccc(Br)o1	-5	-1.6	-0.5	0.5	1	·	-7	15	-4	-1
Cc1c(C(=O)OCC(=O)NC2CC2)oc2ccc(Br)cc12	7	i	3.4	-0.1	-1	0.8	·	-11	·	-16
O=[N+]([O-])c1ccc(O)c(/C=N/NC(=S)Nc2ccc(Cl)cc2Cl)c1	-18	-0.3	-0.9	-0.5	-6	0.7	2	18	20	·
CC(=O)c1sc(NC(=O)CCNC(=O)c2ccco2)nc1-c1ccccc1	14	i	-3.4	0.3	1	1.3	-1	26	6	-6
C=CCn1c(N)c(-c2nc3ccccc3n2C)sc1=S	-13	2.7	11	-0.3	14	·	3	-10	15	17
N#C/C(=C\c1cc(Cl)ccc1O)C(=O)NC1CCCCC1	-2	i	-0.2	0.6	-3	0.3	-6	·	21	-2
CNCC(O)c1ccc(OC(=O)C(C)(C)C)c(OC(=O)C(C)(C)C)c1 (stereo not given)	-6	-0.5	-0.5	-0.9	-21	2.2	·	2	·	2
Cc1noc(C)c1CSc1ccccc1C(=O)OC(C)C(N)=O (stereo not given)	-7	0.0	0.4	-1.6	-1	1.4	2	-12	7	-5
O=C(COc1cccc(Oc2ccccc2)c1)Nc1ccc(SC(F)F)cc1	21	i	2.7	-0.1	-2	·	1	-3	27	-45
Nc1ccn(CCCNC2CCN(Cc3ccccc3)CC2)c(=O)n1	4	-1.1	-0.1	·	-6	0.7	·	-1	·	·
CC(C)N1CC(C(=O)Nc2ccccc2)CC1=O (stereo not given)	4	0.5	0.1	6.5	0	·	-4	0	13	-4
Cc1nn(CC(=O)NC2CCCC2)c(C)c1[N+](=O)[O-]	-4	i	4.5	-0.8	-2	0.4	·	-12	·	-4
c1nc(C2CCCCC2)cc2cc3c(cc12)OCO3	27	0.0	-0.3	0.2	-6	0.9	·	-4	·	-2
Cc1cc(C(=O)N2CCN(c3ccc([N+](=O)[O-])cc3)CC2)n[nH]1	1	-12	-0.4	0.6	1	0.1	-4	8	40	-12
COc1ccc(OCC2CCNCC2)cc1	-1	-1.7	0.3	-1.1	-13	-0.9	4	-15	-4	-3
COc1cc(OC)cc(C(=O)NC(C(=O)N2CCc3ccccc3C2)C(C)C)c1 (stereo not given)	23	-0.5	-0.4	-0.7	-2	1.8	4	9	43	2
Cc1c(C(=O)NCc2cccnc2)oc2c1C(=O)CC(C)(C)C2	-10	i	7.2	0.6	0	·	-13	-9	-1	-26
O=C(Nc1ccccc1)N1CCN(c2nc3ccccc3s2)CC1	-4	i	2.2	-0.4	-1	·	-1	1	32	-2
Cc1nc(N(C)C)c2sc(=S)n(Cc3ccccc3)c2n1	4	-0.5	-0.4	2.5	0	-0.5	-2	3	5	5
COc1ccc(OC)c(Cc2nnc(CCC(=O)NC3CCCCCCC3)o2)c1	0	4.5	-0.5	-0.8	-3	·	1	-9	22	-2
O=C(O)Cc1nn(Cc2ccc(Cl)cc2)c(=O)c2ccccc12	10	i	0.3	-1.2	3	1.3	-1	-7	5	-16
Cc1ccc(Cl)cc1N(CC(=O)NC1CCCCC1)S(C)(=O)=O	8	i	?	-1.8	1	·	5	13	12	-3
CN1CCN(c2ccccc2NC(=O)c2ccc(N3CCCCC3)c([N+](=O)[O-])c2)CC1	8	-0.3	-0.4	0.4	-8	0.2	2	-4	21	37
Cc1cc(C)c(NC(=O)CN2CCN3CCCC3C2)c(C)c1 (stereo not given)	0&-8	-1.2	-0.3&3.1	0.8&0.0	0&1	-0.5	2	10&-1	9	0
COc1ccc(-c2onc(C)c2-c2cscn2)c(O)c1	11	-0.3	-1.2	0.0	-2	5.8	0	0	-6	-14
Cc1nnc(SCC(=O)c2ccccc2F)n1Cc1ccccc1	7	-0.5	0.7	-0.5	-2	1.7	3	·	-8	-3
Cc1ccc(C2=N/C(=C\c3cccs3)C(=O)N2Nc2ccccc2)cc1	1	2.8	120*	2.6	64*	·	0	11	3	5
Cc1ccc2sc(NC(=O)CN3C(=O)c4ccccc4C3=O)nc2c1C	10	-0.3	-0.6	0.2	-10	-4.4	0	0	0	-10
CCCCn1c(SCc2nc(N)nc(Nc3ccccc3C)n2)nc2ccccc2c1=O	9	-0.5	-0.9	-0.2	-2	·	8	9	8	3
CC(C)NC(=O)CCCOc1ccc(Cl)cc1Cl	4	9.3	-0.4	-1.8	-4	0.6	0	17	-6	-11
C[C@H](NC(N)=O)C(=O)Nc1ccc(OCc2ccccc2)cc1	3	i	-0.5	-0.8	-5	1.1	6	7	9	-15
CCC(=O)N1CCc2cc(S(=O)(=O)CCC(=O)NCc3ccc4c(c3)OCO4)ccc21	-8	i	1.0	-0.5	1	·	3	0	-15	-13
CNC(=S)Nc1ccc(Cc2ccncc2)cc1	-10	i	·	-0.7	·	2.1	1	-16	27	-6
COC(=O)c1cc(Br)ccc1NC(=O)Nc1ccccc1	5	-3.1	-0.1	-0.6	-5	0.7	2	-3	-4	-11
Fc1ccc2cnc(-c3ccccc3)c(-c3cc(C(F)(F)F)cc(C(F)(F)F)c3)c2c1	23	-0.7	1.1	0.1	-3	-1.7	·	17	·	1
COC(=O)C(CSCc1ccccc1)NC(=O)CCNC(=O)OCc1ccccc1 (stereo not given)	11	i	-0.3	·	-8	0.3	·	6	·	·
CCCCOc1ccc(C(=O)NCC2(c3ccc(OC)cc3)CCOCC2)cc1	29	i	-0.2	-1.3	-5	·	2	-10	7	-5
CCOC(=O)c1cnn(CCOC(=O)c2ccccc2F)c1NC(=O)c1ccccc1F	1	3.1	-6.6	-0.8	-12	1.1	2	-13	-8	0
OC(CN1CCN(c2cccc(Cl)c2)CC1)c1ccc(F)cc1 (stereo not given)	13	0.6	0.7	-1.2	2	1.1	3	-8	23	3
O=C(CCc1ccccc1)Nc1ccc(N2CCOCC2)c(Cl)c1	-7	i	0.2	0.1	4	·	1	10	8	-5
CCOC(=O)c1ccc(NC(=O)CN2C(=O)NC3(CCCCCC3)C2=O)cc1	1	i	1.0	-0.1	-1	1.6	5	-2	20	-4
Cc1onc(COc2ccccc2O)c1Br	4	-5.0	-0.9	-0.1	0	·	-6	-1	4	-5
COc1ccc(S(=O)(=O)N2CCCCCC2)cc1C(=O)NC1(C)CCS(=O)(=O)C1 (stereo not given)	7	i	-0.5	-1.7	1	-3.1	-1	11	26	-19
Cc1ccc(NC(=O)c2nc[nH]c2C(=O)NCCCCCCNC(=O)c2[nH]cnc2C(=O)Nc2ccc(C)cc2)cc1	-5	i	0.3	-0.9	-1	0.3	·	-1	·	3
Cc1cc2oc(=O)cc(CSc3nc(N)cc(N)n3)c2cc1C	7	i	0.7	-0.9	2	·	4	10	0	1
CN1CCN(C(c2ccc(Br)cc2)c2cc(Cl)c3cccnc3c2O)CC1 (stereo not given)	-40	-0.2	1.3	21	-3	-6.9	3	23	16	43
COc1ccc(-c2ccc(OC)c([C@H]3[C@@H]4C=CCC[C@@]4(C)C(=O)N3Cc3ccccc3)c2)cc1OC	26	i	-0.4	0.0	-2	0.2	·	17	4	6
Nn1c(Nc2ccc(Cl)cc2)nncc1=O	2	-0.6	-0.7	1.6	-2	-0.7	5	-5	22	-2

Structures from the list above containing two or more sulfur atoms (3):
SMILES	Yp Topo-I inh	BH1578 lux ind	BoNT-A LC inh2	PfHsp40 rescue	Anthrax LF prot	TcdB GH inh	3CLpro inhibitor	CCHFV vOTU inh	VHR inh abs	SSB-PriA inh
C=CCn1c(N)c(-c2nc3ccccc3n2C)sc1=S	-13	2.7	11	-0.3	14	·	3	-10	15	17
Cc1nc(N(C)C)c2sc(=S)n(Cc3ccccc3)c2n1	4	-0.5	-0.4	2.5	0	-0.5	-2	3	5	5
COc1ccc(S(=O)(=O)N2CCCCCC2)cc1C(=O)NC1(C)CCS(=O)(=O)C1 (stereo not given)	7	i	-0.5	-1.7	1	-3.1	-1	11	26	-19

Continuation.
SMILES	Yp Topo-I inh	BH1578 lux ind	BoNT-A LC inh2	PfHsp40 rescue	Anthrax LF prot	TcdB GH inh	3CLpro inhibitor	CCHFV vOTU inh	VHR inh abs	SSB-PriA inh
COc1cc(/C=N/NC(=O)/C(=C\c2ccc3c(c2)OCO3)NC(=O)c2ccccc2)ccc1O	15	i	0.4	-1.5	-2	1.7	13*	11	13	·
COc1ccc(C(=O)N2CCN(C3CCN(Cc4ccccc4)CC3)CC2)cc1OC	2	i	0.1	0.0	-5	·	7	0	41	0
CCN(CC)S(=O)(=O)c1ccc(Cl)nc1	8	i	-0.2	0.7	-2	-0.6	1	12	15	-10
COc1ccc(NC(=O)C2CCCN2C(=O)Oc2ccccc2)cc1 (stereo not given)	13	-0.5	1.1	-0.3	0	0.7	5	-3	2	-8
O=S(=O)(c1ccc2c(c1)OCCO2)N1C[C@@H]2C[C@H]1CN2S(=O)(=O)c1c(F)cccc1F	24	-0.8	0.3	-1.5	-1	0.5	·	-6	·	-26
COc1ccc(-c2cn[nH]c2C)cc1	-7	i	·	0.8	·	-0.1	0	-1	-6	0
CSc1ccccc1C(=O)OCC(=O)N1CCCC1=O	-1	-0.3	-0.4	0.1	9	2.2	·	-11	·	-1
COc1ccc2c(c1)SC1=NCCS(=O)(=O)N12	-5	i	-0.3	-2.2	-3	·	4	-7	24	-4
CC(=O)Nc1cccc(C(=O)OC2CCOC2=O)c1 (stereo not given)	1	i	-2.2	0.7	-3	0.6	1	5	-23	-23
CN(C)S(=O)(=O)c1ccc(C(=O)N2CCN=C2SCc2ccccc2)cc1	11	i	-0.5	1.4	0	-1.8	-3	-2	12	-2
COc1ccc(C(CNC(=O)CSc2ccc(Br)cc2C)N2CCOCC2)cc1 (stereo not given)	5	-0.3	-5.6	0.5	-2	0.0	·	4	·	2
O=c1cc[nH]c2ccc(Cl)cc12	6	-0.3	0.4	-1.0	3	0.0	2	6	-7	-13
COC(=O)c1ccccc1NC(=O)N1CCN(c2ccc(OC)cc2)CC1	19	i	-0.6	0.4	-1	0.3	1	3	22	1
Cc1c(C(=O)NC(=S)Nc2ccc(NC(=O)c3cccs3)cc2)cccc1[N+](=O)[O-]	2	2.6	-0.2	1.5	-6	·	0	2	·	12
Cc1ccc(C(C)NC(=O)c2ccncc2)cc1C (stereo not given)	-3	-0.1	0.8	0.0	-4	0.3	-5	-2	2	-9
CN(C)P(=S)(Nc1ccccc1)C(Cl)(Cl)Cl (stereo not given)	0	-0.2	-0.8	0.6	6	1.4	7	-2	3	-18
N/C(=N\OC(=O)COc1ccccc1)c1ccncc1	5	-0.7	?	-2.3	4	-1.8	-7	7	4	·
Cc1ccc(OCC(=O)Nc2cc(Cl)ccc2-n2cncn2)c(C)c1	7	-0.9	0.1	·	-4	0.8	·	-3	·	·
Cc1ccc(C(=O)NC(Cc2ccccc2C(F)(F)F)C(=O)O)cc1 (stereo not given)	-3	-0.9	-0.3	-0.3	1	-1.1	·	5	·	-11
CCCOc1ccc(C(C)=O)cc1CC(C(N)=O)C(N)=O	-3	i	·	-0.7	·	·	4	0	19	-11
N#Cc1c(N)nc2c(c1-c1ccc(F)cc1)c(=O)nc1sccn12	-10	i	-0.8	-0.5	-2	2.6	2	23	19	7
CNc1nc(-c2ccc3c(c2)CCN3C(=O)c2cccc(F)c2)cs1	0	-0.7	-1.4	1.4	-11	1.4	1	-3	11	16

Reformatted: entries from further up
The line under a structure holds: Yp Topo-I inh	BH1578 lux ind	BoNT-A LC inh2	PfHsp40 rescue	Anthrax LF prot	TcdB GH inh	3CLpro inhibitor	CCHFV vOTU inh	VHR inh abs	SSB-PriA inh
N/C(=N\OC(=O)COc1ccccc1)c1ccncc1
  5	-0.7	?	-2.3	4	-1.8	-7	7	4	·
CN(C)P(=S)(Nc1ccccc1)C(Cl)(Cl)Cl (stereo not given)
  0	-0.2	-0.8	0.6	6	1.4	7	-2	3	-18

Some of the compounds tested; the hit share may differ from the screen's.
